Screening results from PubChem.
FN deposition inh: inhibitors of fibronectin matrix deposition, primary screen, AH1F cells, Alexa488-fibronectin fluorescence, plate reader | AH1F fibroblasts, overnight | inhibition, % at 12.6 µM | hit rate 0.086% among 350,000;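 active means mean inhibition across replicates of 30% or more, regardless of how many single replicates reach that level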;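 further: positive control wells lacked labelled fibronectin entirely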
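material = AH1F fibroblast monolayer depositing Alexa488-labelled fibronectin into matrix | amount = 10000 AH1F cells/well | buffer or medium = DMEM plus 2% serum, read in PBS | incubation = 1 h cell adhesion before compound, then overnight fibronectin incubation | detection = fluorescence at 485 nm excitation, 525 nm emission | evaluation = percent inhibition as loss of matrix-bound fibronectin fluorescence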
miR-122 sensor: miR-122 Renilla sensor signal increase in Huh7, primary screen, miR-122 inhibitor project, cell-based, single point, plate reader; Huh7 miR-122 Renilla luciferase sensor, 48 h; neutral wells = 0, positive control = 100; activation (reporter increase), % at 12.5 µM; hit rate 0.3% among 340,000; AID 602342, 2012;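 active means mean replicate activation score at least 90 and every replicate individually at or above 90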;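 further: higher luciferase means less miR-122 activity so hits act as miR-122 inhibitors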
PGC1a acetyl inh: inhibitors of PGC1a acetylation signal, primary screen, cell-based, U2OS, AlphaScreen, inhibitor mode | AlphaScreen anti-acetyl-lysine; with virally co-expressed GCN5 acetyltransferase | inhibition, % at 15.6 µM | hit rate 0.17% among 350,000 | AID 651687, 2012;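 active means every replicate shows inhibition of at least 40%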;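 further: 0% = neutral control wells and 100% = positive control wells; some results beyond the cut were filed as inactive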
INS-1E GSIS act: GLuc luminescence reporter in INS-1E cells, primary screen for activators of glucose-dependent secretion of insulin. INS-1E GLuc reporter insulin secretion, 2-3 h. activation, % at 16.6 µM. hit rate 0.61% among 370,000. AID 743287, 2014;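 active means lowest replicate activation of at least 40%, so every replicate reaches that level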;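 further: 0% = median of neutral control wells and 100% = median of IBMX positive control wells; some compounds called inactive have numbers as strong as hits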
Cneo AK release: Cryptococcus neoformans cell lysis inducers, primary screen, AK release luminescence, single concentration; C. neoformans lysis, adenylate kinase release luminescence, 4 h; normalised: neutral wells 0, clomiphene wells 100; lysis activity, % at 15 µM; hit rate 0.2% among 360,000;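 active means mean lysis activity across replicates of at least 80%, whatever share of replicates individually reach that level; inactive means mean lysis activity below 80%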
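Assay system: Cryptococcus neoformans yeast cells / Dosing: single-point compound dose / Timing: 4 h at 37 °C static, read 1 h later / Measured by: luminescence of released adenylate kinase using an AK detection reagent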
CFTR F508del cor: F508del CFTR correction, initial screen, CFBE line, single point | hit rate 0.36% among 350,000 | activity (quench increase), % at 7.58 µM | CFBE cells, YFP halide quenching; stimulated with forskolin plus potentiator P3; % fluorescence drop versus neutral controls;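 active means mean added fluorescence quench of at least 8% versus neutral control, with both replicates also reaching 8%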;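 further: cells transiently co-express mutant CFTR-F508del with the halide-sensitive YFP; corrector assay measuring rescue of mutant channel to the surface after 24 h compound exposure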
Statin myotox sup: suppressors of statin myotoxicity in C2C12 myotubes, primary screen, cell-based, single point, plate reader; C2C12 myotubes + simvastatin, ATP luminescence, 48 h; scaled: DMSO 0, geranylgeraniol control 100; rescue of ATP level, % at 7.49 µM; hit rate 0.78% among 330,000; AID 602340, 2012;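 active means mean ATP rescue above about 67%, or every replicate alone reaching that limit, limit read from the data, passing the limit was not always enough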;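 further: myotubes were challenged with 10 µM simvastatin during compound exposure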
PglD inh: C. jejuni PglD acetyltransferase inhibitors, primary screen, biochemical, DTNB colorimetric, single point | UDP-N-acetylbacillosamine N-acetyltransferase PglD (Campylobacter jejuni) | purified PglD enzyme, DTNB colorimetric CoA detection | inhibition, % at 12.5 µM | hit rate 0.098% among 360,000 | AID 602405, 2012; in the data active means inhibition above about 16%, passing the limit was not always enough; further: strong numbers were not always called active
* = called active by the depositor; / = no result given; & = joins results of further samples; [ ] = remark or other dose.

Sample of the layout, 4 compounds:
SMILES | FN deposition inh | miR-122 sensor | PGC1a acetyl inh | INS-1E GSIS act | Cneo AK release | CFTR F508del cor | Statin myotox sup | PglD inh
CCNc1nc(C)c2cc(Br)c(=O)n(CC)c2n1 | 1.9 | -15.4 | 10.5 | -8.0 | / | / | -75.5 | 0.8
CC(=O)N1[C@@H]2c3ccc(/C=C/c4ccccc4)c(=O)n3C[C@H]1[C@H](CO)[C@H]2C(=O)N(C)C | / | / | / | 3.9 | -3.7 | / | 2.6 | -2.1
CCOC(=O)NNC(=O)C1CCC(C)CC1 (stereo not given) | / | -5.5 | 7.8 | 2.4 | 0.6 | 0.9 | 5.8 | 0.2
CCCNC(=O)N(C)C[C@H]1Oc2cc(-c3ccccc3F)ccc2S(=O)(=O)N([C@@H](C)CO)C[C@H]1C | -0.1 | / | -2.1 | -7.3 | 3.1 | -1.0 | -3.4 | 3.1

The listing, from the first entry:
SMILES | FN deposition inh | miR-122 sensor | PGC1a acetyl inh | INS-1E GSIS act | Cneo AK release | CFTR F508del cor | Statin myotox sup | PglD inh
CCNc1nc(C)c2cc(Br)c(=O)n(CC)c2n1 | 1.9 | -15.4 | 10.5 | -8.0 | / | / | -75.5 | 0.8
CC(=O)N1[C@@H]2c3ccc(/C=C/c4ccccc4)c(=O)n3C[C@H]1[C@H](CO)[C@H]2C(=O)N(C)C | / | / | / | 3.9 | -3.7 | / | 2.6 | -2.1
CCOC(=O)NNC(=O)C1CCC(C)CC1 (stereo not given) | / | -5.5 | 7.8 | 2.4 | 0.6 | 0.9 | 5.8 | 0.2
CCCNC(=O)N(C)C[C@H]1Oc2cc(-c3ccccc3F)ccc2S(=O)(=O)N([C@@H](C)CO)C[C@H]1C | -0.1 | / | -2.1 | -7.3 | 3.1 | -1.0 | -3.4 | 3.1
NC(Cc1ccc(F)cc1)c1csc(Nc2ccc(C(F)(F)F)cn2)n1 (stereo not given) | -6.4 | -3.7 | 0.2 | -28.8 | -1.4 | 0.1 | -1.9 | -1.2
C[C@H]1CN([C@@H](C)CO)C(=O)Cc2cc(NC(=O)CCCCCC(=O)Nc3ccccc3N)ccc2O[C@H]1CN(C)Cc1ccc(-c2ccccc2)cc1 | / | 7.1[16.7 µM] | -9.2 | 13.5 | -0.1 | 0.4 | 142.3* | -2.0
COCC#Cc1cnc2c(c1)C(=O)N([C@H](C)CO)C[C@@H](C)[C@H](CN(C)C)O2 | 6.9 | 1.8[16.7 µM] | 3.7 | 21.7 | 43.4 | 2.2 | 3.7 | 0.1
Cc1ccc(NS(=O)(=O)c2ccccc2Cl)c2c1CC(C)(C)O2 | 1.6 | 24.5 | -48.4 | / | -1.4 | / | 15.7 | -7.0
CCO[C@@H]1OC(C(=O)N2CCN(Cc3ccccc3)CC2)=C[C@H](c2ccc(Br)cc2)[C@H]1CCCO | 4.3 | -1.5 | -5.4 | -30.8 | 6.4 | 2.1 | 2.2 | 3.3
CN(C)Cc1c(C(=O)N/N=C/C=C/c2ccccc2)nnn1-c1nonc1N | 2.9 | -1.9 | / | 12.3 | -0.3 | -2.9 | -10.0 | 1.1
COc1ccccc1CN1[C@H](CO)[C@@H]2c3ccccc3N(C(=O)c3ccc(F)cc3)C[C@@H]21 | / | 17.2[16.7 µM] | -8.9 | 7.6 | -1.0 | -1.2 | 15.4 | 0.4
C=Cn1c(C(=O)O)ccc1-c1ccc(OC)cc1 | 12.6 | -2.5 | 3.1 | -5.5 | / | -1.3 | / | /
CC(C)c1c(C(=O)N/N=C/c2ccc(OCc3ccccc3)cc2)nnn1-c1nonc1N | 12.9 | 1.2 | -2.9 | 15.4 | 2.2 | 1.9 | -48.1 | -0.7
COc1ccc(-c2cn(CC[C@H]3CC[C@H](NC(=O)Cc4ccccn4)[C@H](CO)O3)nn2)cc1 | / | / | 16.6 | -0.9 | 3.3 | 2.1 | 5.8 | 1.2
CC(O)(c1cccc(F)c1)c1nc(-c2ccc3ccccc3c2)cs1 (stereo not given) | -9.7 | -2.5 | -18.8 | 3.6 | -5.3 | -2.3 | 9.9 | -0.1
O=C(C[C@H]1CC[C@H]2[C@@H](COC[C@@H](O)CN2Cc2cccc(C(F)(F)F)c2)O1)NCc1ccc(F)cc1 | -2.3 | -2.4[16.7 µM] | -20.4 | -7.0 | -0.9 | 1.0 | 12.4 | -0.4
COc1cc(CN2CCNC(=O)C2CC(=O)NCCCC2CCCC2)cc(OC)c1 (stereo not given) | 1.8 | -4.8 | 3.1 | -18.6 | -0.4 | -2.2 | 10.3 | -1.6
Cc1noc(C)c1S(=O)(=O)N(C)C[C@@H]1Oc2ccc(NS(=O)(=O)c3ccccc3)cc2CC(=O)N([C@@H](C)CO)C[C@@H]1C | / | -3.0[16.7 µM] | 4.0 | -20.6 | -2.0 | 2.4 | -0.5 | -0.4
Cc1c(NC(=O)CCCOc2ccccc2)cccc1[N+](=O)[O-] | / | -0.3 | 6.3 | -4.8 | -0.8 | / | -6.6 | -2.1
O=[N+]([O-])c1ccc(CSc2ccc(S(=O)(=O)N3CCCCC3)cn2)cc1 | -7.6 | / | 7.7 | -8.7 | / | -3.8 | -8.8 | /
CCN(CC)S(=O)(=O)N1CCC(C(=O)NC2CCCC2)CC1 | 5.9 | 0.1 | 3.9 | 5.5 | 0.5 | / | -27.5 | 3.3
O=C(Nc1ccc(-c2nc3cccnc3s2)cc1)c1ccco1 | -3.0 | / | / | / | -1.8 | 1.3 | -39.5 | 0.0
CN(C)C(=O)c1ccc(-c2ccccc2[C@@H]2[C@@H](C#N)N(C(=O)C3CC3)[C@H]2CO)cc1 | -6.7 | / | 5.9 | -1.2 | / | 0.1 | / | /
COc1ccc(CN(C)C[C@H]2OCCCC[C@@H](C)Oc3ccc(NC(=O)NC(C)C)cc3C(=O)N([C@H](C)CO)C[C@@H]2C)cc1 | / | 6.7[16.7 µM] | 0.7 | 13.8 | 1.5 | -2.7 | 24.1 | 0.2
CCn1cc(S(=O)(=O)CC(=O)Nc2cccc(C)c2)c2ccccc21 | 2.1 | 26.3 | 1.8 | / | 3.7 | 0.7 | -5.3 | -3.8
C[C@H](CO)N1C[C@H](C)[C@H](CN(C)Cc2ccc(C(=O)O)cc2)Oc2c(NS(=O)(=O)c3cn(C)cn3)cccc2C1=O | / | 2.3[16.7 µM] | 8.9 | 13.8 | -0.8 | -1.1 | / | -1.6
COc1cccc(NC(=O)CCc2c(C)nn(-c3ccc(N4CCOCC4)nn3)c2C)c1 | 12.5 | -3.7 | 0.5 | -4.2 | 0.0 | 1.4 | -2.4 | -2.7
N#Cc1ccsc1NC(=O)CCN1C(=O)C2CCCCC2C1=O (stereo not given) | 10.8 | -12.5 | 15.9 | -2.8 | / | -0.5 | 6.3 | /
COc1ccc(CNC(=O)CCC(=O)Nc2ccc(Cl)cc2)cc1 | 3.6 | -5.7 | / | 5.2 | 0.8 | 2.3 | 1.2 | 5.2
Cc1nc(CNS(=O)(=O)c2ccccc2F)cs1 | -1.8 | -5.2 | 9.6 | -0.5 | -2.0 | -2.5 | -4.6 | 4.1
CC(C)NC(=O)N(C)C[C@H]1Oc2c(cccc2N(C)C)C(=O)N([C@H](C)CO)C[C@H]1C | / | -1.1[16.7 µM] | 3.4 | 0.9 | 0.8 | 0.0 | -32.6 | 1.4
CCN(CC)S(=O)(=O)c1ccc(OCC(=O)NC(=O)c2ccccc2OC)c([N+](=O)[O-])c1 | / | 11.8 | / | 7.9 | 0.5 | -2.7 | / | -0.9
CCN(CC)CCNc1ncnc2c1sc1nc(N3CCOCC3)c3c(c12)CC(C)(C)SC3 | 4.7 | -7.2 | / | / | -0.9 | / | -29.6 | -7.4
C/C(=N/NC(=O)c1ccc(Br)s1)c1ccncc1 | / | / | / | 49.9* | 0.1 | 4.5 | / | -0.3
CCCN(CCC)C(=S)NC1CC2C=CC1C2 (stereo not given) | -0.5 | / | 10.8 | -10.9 | / | 0.0 | / | /
Cn1cc(C(=O)c2ccc(Cl)cc2Cl)cc1C(=O)N/N=C(\N)COc1ccccc1 | / | 2.3 | -14.1 | / | -1.1 | / | -9.8 | -3.8
Cc1cc(OCC(=O)N(C(C)C)C(C)C)ccc1Cl | / | -0.4 | -7.0 | -7.3 | 0.3 | -4.0 | -7.0 | -3.8
COc1ccc(NC(=O)COC(=O)CC2CCCC2)cc1 | 0.7 | 2.8 | 3.0 | 0.4 | / | -3.3 | / | /
COc1ccc(-c2cc(C(F)(F)F)nc(NCc3cccs3)n2)cc1 | -7.5 | 0.7 | 0.5 | 12.3 | / | / | 7.9 | /
COCC(C)N=C1NN=C(c2ccc(NC(C)=O)cc2)CS1 (stereo not given) | -5.5 | / | 4.4 | 3.4 | / | 0.3 | / | /
CN(CC(=O)NCc1ccc(F)cc1)CC(=O)Nc1ccc(Cl)c(C(F)(F)F)c1 | -0.6 | -7.4 | / | -22.0 | -2.1 | 0.9 | 7.3 | -2.7
Cc1cc(Br)ccc1SCC(=O)N1CCN(S(=O)(=O)c2ccccc2)CC1 | -3.2 | 0.9 | / | -8.0 | 1.6 | -0.6 | 33.1 | -1.4
C[C@@H]1CN([C@H](C)CO)C(=O)CCCn2cc(nn2)CO[C@H]1CN(C)C(=O)Nc1cccc2ccccc12 | 12.1&-4.2 | -5.6 | -2.6&-2.8&-3.8 | -5.0&-3.5 | -1.1&5.6 | 1.7&3.1&-1.7 | 8.9&-2.5&2.4 | -3.9&-0.8
O=C1CCCC(O)=C1C=NCc1ccccc1 | 9.4 | / | 3.2 | 0.6 | / | -1.4 | / | /
Cc1ccc2c(c1)N(CC(=O)c1cccc(Cl)c1)C(=O)C(C)O2 (stereo not given) | -4.8 | 4.6 | -12.6 | -13.9 | 2.8 | / | 35.9 | 4.9
CCC(=O)N(C)C[C@H]1Oc2ncc(-c3ccc(C)cc3)cc2C(=O)N([C@H](C)CO)C[C@H]1C | 3.4 | 39.4[16.7 µM] | 2.3 | 12.4 | -0.9 | 0.2 | 14.7 | 6.9
O=C(c1ccccc1)N1CCN(c2ccc([N+](=O)[O-])c(NCc3cccnc3)c2)CC1 | 5.3 | 5.3 | / | 0.2 | 0.4 | / | / | -11.9
OC(CNCCc1ccccc1)COc1ccc(OCC(O)CNCCc2ccccc2)cc1 (stereo not given) | 9.0 | -23.1 | -28.7 | / | 1.7 | 3.7 | / | 2.6
O=C(CCNC(=O)C1CCN(S(=O)(=O)c2ccccc2)CC1)NCCc1cccc(F)c1 | -7.8 | -5.7 | 1.6 | 16.4 | -1.7 | -0.9 | -1.8 | -4.8
CN(C)CCn1ccc(O)c(Cc2ccc(Cl)cc2)c1=O | 1.9 | -5.1 | -5.7 | 17.9 | -0.9 | -0.6 | -3.5 | /
O=C(O)CSc1nc(-c2cccs2)cc(C(F)(F)F)n1 | 3.5 | -11.7 | 8.7 | 9.5 | / | -1.9 | / | /
C=CCOc1cccc(C2/C(=C(/O)c3ccc(F)cc3)C(=O)C(=O)N2CCN2CCOCC2)c1 (stereo not given) | -3.1 | -3.8 | 7.5 | / | 3.8 | / | -6.4 | 0.2

Compounds were not picked by outcome; about 2.1% have a hit in one of these screens.
